MBD2 inh – blocks human MBD2 binding to methylated DNA; TR-FRET, MBD2 binding to methylated oligonucleotide; inhibition, % at 4.4 µM; 0.31% of 370,000 active; in the data active = inhibition above about 13%
Target sequence (Q9UBB5 whole entry, looked up): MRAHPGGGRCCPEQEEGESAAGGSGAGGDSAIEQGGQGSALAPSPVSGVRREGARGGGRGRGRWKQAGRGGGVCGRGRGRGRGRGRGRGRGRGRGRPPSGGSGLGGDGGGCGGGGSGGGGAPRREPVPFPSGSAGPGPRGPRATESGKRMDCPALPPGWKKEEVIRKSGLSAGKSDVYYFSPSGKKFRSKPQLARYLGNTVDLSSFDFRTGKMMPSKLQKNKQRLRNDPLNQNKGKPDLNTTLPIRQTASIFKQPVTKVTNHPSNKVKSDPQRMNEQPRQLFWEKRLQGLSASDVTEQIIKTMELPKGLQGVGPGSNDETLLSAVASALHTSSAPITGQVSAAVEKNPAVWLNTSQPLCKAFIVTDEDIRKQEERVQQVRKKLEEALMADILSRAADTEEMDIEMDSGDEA
proKLK7 act – activates the human kallikrein-7 zymogen; P49862; purified proKLK7, EDANS-DABCYL substrate fluorescence; 100% is mature enzyme control, 0% vehicle; activation, % at 7 µM; 0.9% of 370,000 active; AID 652039;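 active = activation above the mean of all tested compounds plus 3 SD, computed per campaign excluding outliers beyond control limits, cut at about 13% in these data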
Target sequence (P49862 whole entry, looked up): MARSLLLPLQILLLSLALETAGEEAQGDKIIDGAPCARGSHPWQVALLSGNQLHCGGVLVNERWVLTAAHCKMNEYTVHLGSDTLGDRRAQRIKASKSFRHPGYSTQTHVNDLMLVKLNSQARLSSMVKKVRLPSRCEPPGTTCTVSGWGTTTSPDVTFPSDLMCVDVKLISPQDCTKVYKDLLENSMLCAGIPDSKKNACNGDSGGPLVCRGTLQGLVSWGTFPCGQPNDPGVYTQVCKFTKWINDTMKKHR
TDP2 inh – TDP2 (human) inhibition, absorbance primary screen | O95551 | 0.34% of 370,000 active | AID 720702 | recombinant TDP2, T5PNP hydrolysis, p-nitrophenol absorbance 415 nm | inhibition, % at 12.8 µM;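 active = inhibition above the mean of all tested compounds plus 3 SD, set per campaign, cut at about 25% in these data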;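 also: 0% = DMSO with enzyme and 100% = buffer with substrate but no TDP2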
Target sequence (O95551 whole entry, looked up): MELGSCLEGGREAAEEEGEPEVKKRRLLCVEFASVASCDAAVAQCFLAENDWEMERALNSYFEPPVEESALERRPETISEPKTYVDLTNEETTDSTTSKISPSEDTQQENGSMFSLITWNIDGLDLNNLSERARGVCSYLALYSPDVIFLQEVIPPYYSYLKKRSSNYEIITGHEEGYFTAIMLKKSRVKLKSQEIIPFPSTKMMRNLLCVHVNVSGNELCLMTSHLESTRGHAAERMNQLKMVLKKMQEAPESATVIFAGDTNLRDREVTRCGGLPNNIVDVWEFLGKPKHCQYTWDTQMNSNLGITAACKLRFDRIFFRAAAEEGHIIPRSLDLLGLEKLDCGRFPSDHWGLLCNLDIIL
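System – recombinant human TDP2 · Amount – 120 nM TDP2 per well · Buffer or medium – Mg2+-containing Tris-HCl buffer, pH 7.5 · Reagent – T5PNP substrate, 5 mM · Dosing – 12.8 µM single point, 1% DMSO · Incubation – 2 h at 37 °C · Measured by – epi absorbance · Read-out basis – percent inhibition · Benchmarks – high control without enzyme, low control DMSO plus TDP2 · Repeats – singlicate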
TCR-CD3 inh – inhibitors of human TCR-CD3 interaction; TAMRA-labeled TCR probe fluorescence, biochemical; inhibition, % at 9.4 µM; 0.37% of 360,000 active; in the data active = inhibition above about 19%;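 also: recombinant mutant TCR 2C K166C tagged with TAMRA read by polarization; 0% = receptor in buffer alone and 100% = receptor with positive control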
Tn7 DDE FP – inhibitors of Tn7 peptide binding to human fibrin DD(E); P02675; FP displacement of FITC-Tn7 peptide from fibrin DD(E); 0% = median of compound wells per plate; inhibition, % at 8.3 µM; 0.13% of 370,000 active; AID 720508;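 active = inhibition above the mean of compounds falling within the control limits plus 3 SD of them, cut at about 14% in these data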;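 also: 0% = plate median of compound wells and 100% = 10 µM Aha-Tn7 peptide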
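system = human fibrin DD(E) protein | quantity = DD(E) 2 µM final | medium = Tris/NaCl/CaCl2 buffer, pH 7.8 | also added = labelled Tn7 tracer, 0.1 µM | compound dosing = single point at 8.3 µM | timing = compound with protein 10 min, then 3 h after probe, room temperature | signal = FP measurement | benchmarks = Aha-Tn7 high control | repeats = one replicate per compound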
LEDGF integ inh – blocks HIV-1 LEDGF/p75-dependent DNA integration | TR-FRET IN-LEDGF/p75 DNA integration, Eu/Cy5 | 0.64% of 370,000 active | inhibition, % at 3.7 µM | AID 743269;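 active = inhibition above the screen-wide mean plus 3 SD, cut at about 13% in these data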;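 also: signal is the Cy5 over europium emission ratio at 671 and 618 nm; 0% = plate median of compound wells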
SIAE primary – inhibitors of human sialic acid acetylesterase SIAE; inhibition, % at 9.66 µM; 0.69% of 370,000 active; AID 1053197; SIAE FP-Rh probe binding, fluorescence polarization;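 active = inhibition above a cutoff: mean of compounds within the control limits plus 3 SD of those, cut at about 17% in these data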;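 also: 0% = plate median of compound wells and 100% = probe without SIAE protein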
Tn6 DDE FP – disrupts Tn6 cyclic peptide binding to fibrin D-Dimer-E complex; Fibrin DD(E) TRITC-Tn6 fluorescence polarization displacement; inhibition, % at 8.3 µM; P02675; 0.21% of 370,000 active;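 active = inhibition above a per-campaign cutoff: mean of compounds within control limits plus 3 SD, cut at about 15% in these data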;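 also: 0% = median of all compound wells on the plate and 100% = blocking peptide control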
UHRF1 binding – human UHRF1 methylated DNA binding inhibitors; AID 687016; inhibition, % at 4.4 µM; 0.75% of 370,000 active; Q96T88; UHRF1 binding to methylated oligo, TR-FRET; in the data active = inhibition above about 21%;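 also: UHRF1 SRA domain binding a hemimethylated CpG hairpin DNA probe; 0% = median of test compound wells and 100% = reference inhibitor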
PRMT1 FP inh – PRMT1 (human) inhibition, primary screen; Q99873; recombinant PRMT1, activity-based probe fluorescence polarization; inhibition, % at 2.79 µM; 1.3% of 370,000 active; AID 652257;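 active = inhibition above about 21% made by adding two undisclosed values, limit read from the data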
An asterisk follows results filed as active.

No. | Molecule | MBD2 inh | UHRF1 binding | Tn7 DDE FP | Tn6 DDE FP | TDP2 inh
1 | CN(CCO)S(=O)(=O)c1ccc2c(c1)C(=O)c1cc(S(=O)(=O)N(C)CCO)ccc1-2 | -4 | -2 | -2 | -6 | -5
2 | Cc1[nH]n(-c2nc(-c3ccccc3F)cc(=O)[nH]2)c(=O)c1CCO | -1 | 5 | -5 | -2 | -8
3 | CCN(CC)CCNc1cc(C)c(C#N)c2nc3ccccc3n12 | 0 | 2 | -2 | 5 | 14
4 | CCNC(=O)NC(=O)C(C)OC(=O)CCS(=O)(=O)c1ccc(C)cc1 (centres undefined) | 11 | 6 | 3 | -12 | -14
5 | COc1ccc(CCNC(=S)NNC(=O)c2c(Br)c(C)nn2C)cc1OC | -5 | -3 | 2 | 1 | 10
6 | CCCNC(=O)C1(C)CCN(CCC(=O)c2ccc(Br)cc2)C1 (centres undefined) | -7 | 3 | -4 | -4 | -2
7 | CCOC(=O)N1CCC(Nc2ccc3nnc(-c4ccccc4)n3n2)CC1 | 1 | -2 | 0 | 12 | 1
8 | C#Cc1cccc(C(=O)N2CCCC(Nc3cccc(F)c3)C2)c1 (centres undefined) | 0 | 0 | 5 | 5 | 11

No. | LEDGF integ inh | SIAE primary | proKLK7 act | TCR-CD3 inh | PRMT1 FP inh
1 | 2 | 2 | -0.6 | 5 | -4
2 | -6 | -3 | 0.9 | -5 | 3
3 | -2 | 2 | 132* | 8 | -1
4 | -2 | -4 | -0.3 | -5 | 4
5 | -2 | -2 | 0.0 | 6 | 3
6 | 63* | 5 | 0.0 | 1 | 5
7 | 2 | -9 | -0.8 | 6 | -2
8 | -2 | 4 | -0.2 | 6 | -2

Remaining list, next part.
No. | Molecule | MBD2 inh | UHRF1 binding | Tn7 DDE FP | Tn6 DDE FP | TDP2 inh
9 | COC(=O)c1c(C)nc(C)c2c(=O)oc3ccccc3c12 | 4 | 0 | -2 | -5 | 4
10 | COc1ccccc1C(=O)NNC(=O)Cc1ccccc1 | -2 | 4 | -5 | -5 | -22
11 | CCOC(=O)C1(C)CCN1C(=O)c1ccc(C(=O)OC)cc1 (centres undefined) | 1 | 2 | -6 | -1 | -6
12 | O=C(OCC(=O)N1CCCC1=O)c1ncc(Cl)c(Cl)c1Cl | 3 | -2 | 4 | 2 | -12
13 | NNC(=O)c1ccc(Cn2cc(Br)c(N)n2)cc1 | 2 | -3 | -2 | -3 | -14
14 | CCOc1ccc(/C=C2\SC(=O)N(CCNC(=O)C3COc4ccccc4O3)C2=O)cc1OC (centres undefined) | 0 | 4 | 6 | -9 | -10
15 | O=c1ccnc(SCc2ccccc2Cl)[nH]1 | -7 | -2 | -2 | 4 | 4
16 | CC(C)(C)c1cc(NC(=O)Nc2ccccc2)no1 | -4 | 1 | 3 | 2 | 4

No. | LEDGF integ inh | SIAE primary | proKLK7 act | TCR-CD3 inh | PRMT1 FP inh
9 | 3 | 10 | -0.2 | 2 | -1
10 | -1 | 3 | 0.0 | -1 | -4
11 | 1 | -1 | 0.1 | -2 | -4
12 | 4 | 13 | -0.2 | 2 | -3
13 | -1 | -5 | -0.2 | 9 | -1
14 | -2 | -9 | 0.0 | 5 | 1
15 | -1 | 4 | -0.6 | 0 | 0
16 | -1 | -2 | -0.1 | 5 | -3

More compounds follow:
No. | Molecule | MBD2 inh | UHRF1 binding | Tn7 DDE FP | Tn6 DDE FP | TDP2 inh
17 | CCOC(=O)c1ccc(NC(=O)C2CC3CCC2C3)cc1 (centres undefined) | 1 | -2 | 0 | 7 | -9
18 | CC(c1ccco1)N(C(=O)c1ccc(S(=O)(=O)N2CCCCC2)cc1)c1ccccn1 (centres undefined) | -6 | 2 | -5 | 3 | -4
19 | CCn1ncc(Br)c1C(=O)Nc1cccc(F)c1 | 5 | 3 | 0 | -9 | -5
20 | CCOC(=O)/C(C#N)=C/c1cn(CCC(=O)O)nc1-c1ccc(OC)cc1 | 0 | 2 | 3 | 1 | -3
21 | CN(C(=O)COC(=O)CNS(=O)(=O)/C=C/c1ccccc1)C1CCS(=O)(=O)C1 (centres undefined) | 2 | 3 | -1 | -4 | -2
22 | CCCCC#Cc1ccc2c(c1)COc1c3ccccc3nn1-2 | -5 | 3 | 3 | -4 | -22
23 | COc1cc(C(C(=O)NC2CCCC2)N(C(=O)c2snc(C(N)=O)c2N)c2ccccc2)cc(OC)c1OC (centres undefined) | 4 | -1 | 0 | 1 | -10
24 | O=C(c1ccc(F)cc1)N(Cc1ccco1)C1CCS(=O)(=O)C1 (centres undefined) | -1 | -3 | -1 | -10 | 11

No. | LEDGF integ inh | SIAE primary | proKLK7 act | TCR-CD3 inh | PRMT1 FP inh
17 | 2 | -1 | 0.0 | 1 | -1
18 | 1 | 1 | -0.3 | 4 | 0
19 | -1 | 1 | 0.1 | 2 | 4
20 | -3 | 0 | 0.4 | -2 | 5
21 | -4 | -6 | 0.0 | -2 | 1
22 | 3 | -2 | 0.7 | -1 | 3
23 | -7 | -1 | -3.2 | 8 | -2
24 | -2 | 8 | 0.2 | 0 | 3

Some of the entries so far, with the structure last:
| cpd | MBD2 inh | UHRF1 binding | Tn7 DDE FP | Tn6 DDE FP | TDP2 inh | LEDGF integ inh | SIAE primary | proKLK7 act | TCR-CD3 inh | PRMT1 FP inh | canonical_smiles |
| --- | --- | --- | --- | --- | --- | --- | --- | --- | --- | --- | --- |
| 18 | -6 | 2 | -5 | 3 | -4 | 1 | 1 | -0.3 | 4 | 0 | CC(c1ccco1)N(C(=O)c1ccc(S(=O)(=O)N2CCCCC2)cc1)c1ccccn1 (centres undefined) |
| 19 | 5 | 3 | 0 | -9 | -5 | -1 | 1 | 0.1 | 2 | 4 | CCn1ncc(Br)c1C(=O)Nc1cccc(F)c1 |
| 20 | 0 | 2 | 3 | 1 | -3 | -3 | 0 | 0.4 | -2 | 5 | CCOC(=O)/C(C#N)=C/c1cn(CCC(=O)O)nc1-c1ccc(OC)cc1 |
| 21 | 2 | 3 | -1 | -4 | -2 | -4 | -6 | 0.0 | -2 | 1 | CN(C(=O)COC(=O)CNS(=O)(=O)/C=C/c1ccccc1)C1CCS(=O)(=O)C1 (centres undefined) |
| 22 | -5 | 3 | 3 | -4 | -22 | 3 | -2 | 0.7 | -1 | 3 | CCCCC#Cc1ccc2c(c1)COc1c3ccccc3nn1-2 |
| 23 | 4 | -1 | 0 | 1 | -10 | -7 | -1 | -3.2 | 8 | -2 | COc1cc(C(C(=O)NC2CCCC2)N(C(=O)c2snc(C(N)=O)c2N)c2ccccc2)cc(OC)c1OC (centres undefined) |

(cont.)
No. | Molecule | MBD2 inh | UHRF1 binding | Tn7 DDE FP | Tn6 DDE FP | TDP2 inh
25 | CC1(C(=O)Nc2cccc3ccccc23)CC1(Br)Br (centres undefined) | 0 | 3 | -3 | 5 | 5
26 | COc1ccc(NC(=O)C2CCN(S(=O)(=O)c3c(C)nn(C)c3C)CC2)cc1 | 6 | 1 | -2 | -3 | 3
27 | O=C(COC(=O)/C=C/c1ccc(C(F)(F)F)cc1)NC(=O)NCc1ccco1 | 2 | 0 | -2 | -3 | -6
28 | O=C(Nc1nc2c(s1)CCCC2)c1ccc(Br)s1 | -2 | 0 | 4 | -3 | -9
29 | Cc1ccc2[nH]c3c(=O)n4c(nc3c2c1)SCC4 | -3 | 1 | -8 | 1 | -2
30 | COc1ccc(C=NN(C)C(=O)Nc2cccc(Cl)c2)cc1OC | 0 | 0 | 9 | 4 | 0
31 | CSc1nc2[nH]c(=O)n(O)c(=O)c2n1Cc1ccccc1 | -8 | 2 | -3 | -5 | -14
32 | CC(NS(=O)(=O)c1cn(C)c(=O)n(C)c1=O)c1ccccc1 (centres undefined) | 9 | 24* | -1 | -7 | 6

No. | LEDGF integ inh | SIAE primary | proKLK7 act | TCR-CD3 inh | PRMT1 FP inh
25 | -6 | -2 | -2.2 | -10 | 8
26 | -2 | -2 | -0.8 | 7 | -4
27 | -7 | 4 | -0.2 | -5 | 3
28 | -1 | -1 | 0.7 | 0 | -5
29 | 3 | 0 | -0.4 | 2 | -3
30 | -2 | -6 | 0.0 | 5 | 1
31 | 3 | 10 | 0.1 | 11 | 6
32 | 1 | 4 | -0.3 | 8 | 9

Other results
No. | Molecule | MBD2 inh | UHRF1 binding | Tn7 DDE FP | Tn6 DDE FP | TDP2 inh
33 | Cc1cccc(NC(=O)[C@H](C)NC(=O)[C@@H]2Cc3ccccc3CN2C(=O)OC(C)(C)C)c1 | -4 | 4 | -4 | -3 | -10
34 | O=C(CNCc1ccco1)Nc1ccc(N2CCCCCC2)cc1 | 5 | 1 | 0 | -8 | 5
35 | O=C1CCCC2=C1C(c1ccncc1)c1c(nc(SCc3ccccc3Cl)[nH]c1=O)N2 (centres undefined) | 1 | 1 | 11 | -2 | -2
36 | O=C(Cc1ccc(S(=O)(=O)N2CCOCC2)s1)NCC(=O)Nc1ccccc1Br | 7 | 4 | 2 | 2 | -4
37 | CN(Cc1ccno1)Cc1cn(C)nc1-c1ccc(Oc2ccccc2)cc1 | -1 | -2 | -4 | 2 | 8
38 | C=CCn1c(SCC(=O)c2ccc(OC)cc2)nnc1C(C)NC(=O)c1cccs1 (centres undefined) | 0 | -4 | 4 | 1 | 2
39 | COc1ccc(NC(=O)C(=O)NCCC2CCCCN2S(=O)(=O)c2cccs2)cc1 (centres undefined) | -1 | 0 | 1 | 2 | 0
40 | CCCCn1nnnc1C1(C)CCC(=O)N1Cc1cc(OC)ccc1OC (centres undefined) | -1 | -2 | -1 | 2 | 6
41 | O=C1N=C(N2CCN(c3ccccc3)CC2)S/C1=C\c1ccco1 | -2 | -2 | 1 | -2 | -4
42 | OCCN1CCN(CCSc2ccccc2)CC1 | -5 | 1 | 4 | -5 | 3
43 | O=S(=O)(NCC1CCCO1)c1ccc(Cl)c2ccccc12 (centres undefined) | -1 | -3 | -2 | -2 | 5

No. | LEDGF integ inh | SIAE primary | proKLK7 act | TCR-CD3 inh | PRMT1 FP inh
33 | 0 | 0 | 0.5 | -1 | -2
34 | -3 | 11 | 0.6 | 2 | -2
35 | 3 | -27 | -3.1 | -5 | 0
36 | -2 | 4 | -0.7 | -7 | -1
37 | -1 | 10 | 0.6 | 7 | -7
38 | -3 | -7 | 0.0 | 5 | 0
39 | 1 | 4 | 0.1 | -8 | 3
40 | -2 | -7 | -0.2 | -3 | 4
41 | -5 | 3 | 0.3 | -6 | 10
42 | -2 | 0 | -0.2 | 2 | 0
43 | 3 | 4 | 0.1 | 3 | -2
